BAZ2B block – blocks human BAZ2B. Q9UIF8. AlphaScreen BAZ2B-H3K14Ac peptide displacement. Potency, µM (doses to about 114 µM), for inactives: at the highest dose activity change, negative = inhibition, usual class: inhibitors. 360,000 tested, 4.4% active. AID 504333; further: potency means the concentration at half of the fitted maximal effect; on the % scale 0 is the no-effect control and ±100 the full control effect; nearly all actives have a fitted effect of over 60% in size
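AlphaScreen luminescence quantifies BAZ2B engagement of H3K14Ac peptide; the protein and biotinylated peptide are both at 50 nM final, buffer PBS pH 7.4 with 0.01% Tween-20, all steps at room temperature.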
GLS inh – inhibitors of human glutaminase (GLS). O94925. 410,000 tested, 0.21% active. Potency, µM (top dose mostly 45.5 µM), for inactives: at the top dose activity change, negative = inhibition, hits mostly inhibitors. GLS enzymatic activity, qHTS titration; further: potency means the concentration at half of the fitted maximal effect; on the % scale 0 is the no-effect control and ±100 the full control effect
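Enzyme dispensed in phosphate buffer (45 mM, pH 8.2, 0.02% Tween-20), compounds pinned in, then 1 mM L-glutamine solution and the glutamate oxidase–HRP–Amplex Red mix added; fluorescence read immediately and again after 30 min at room temperature.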
G9a inh – blocks human histone lysine methyltransferase G9a. Q96KQ7. G9a H3K9 monomethylation, AlphaScreen, 2 h. Potency, µM (doses to about 102 µM), for the others: top-dose activity, negative = inhibition, usual class: inhibitors. 350,000 tested, 8.8% active; further: potency means the concentration at half of the fitted maximal effect; on the % scale 0 is the no-effect control and ±100 the full control effect; nearly all actives have a fitted effect of over 75% in size
Target sequence (Q96KQ7 913-1193 limits assumed): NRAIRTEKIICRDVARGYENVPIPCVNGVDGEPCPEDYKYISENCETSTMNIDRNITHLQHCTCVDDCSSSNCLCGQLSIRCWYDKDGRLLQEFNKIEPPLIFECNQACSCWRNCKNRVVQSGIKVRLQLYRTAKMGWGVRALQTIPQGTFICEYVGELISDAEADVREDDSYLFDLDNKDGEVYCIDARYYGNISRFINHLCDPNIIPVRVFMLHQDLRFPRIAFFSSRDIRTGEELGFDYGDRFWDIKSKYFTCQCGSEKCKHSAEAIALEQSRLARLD
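Signal arises when biotinylated H3K9 peptide, once monomethylated, bridges streptavidin donor and antibody-captured acceptor beads. Enzyme at 20 nM was preincubated 15 min with test compounds; peptide 500 nM and SAM 20 uM then reacted for 2 h.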
HP1b chromo inh – inhibitors of HP1-beta chromodomain binding to methylated histone tails; P83916; AlphaScreen HP1-beta / biotin-H3K9me3 peptide binding; Potency, µM (top dose mostly 114 µM), without a hit: at the top dose activity change, negative = inhibition, most hits filed as inhibitors; 390,000 tested, 0.56% active; further: potency means the concentration at half of the fitted maximal effect; nearly all actives have a fitted effect of over 70% in size; inactives centre near 23
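Compound inhibition of the preformed complex between 50 nM HP1-beta and 50 nM biotinylated H3K9me3 peptide was read by AlphaScreen. Buffer was PBS pH 7.4 with 0.01% Tween-20. Incubations ran 30 min at room temperature, with 10 ug/mL donor/acceptor beads.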
ERG-DNA inh – blocks human ERG Ets domain binding to DNA | AID 624246 | Potency, µM (highest dose often 76.9 µM), without a hit: top-dose FP activity, negative = inhibition, hits mostly inhibitors | 370,000 tested, 0.028% active | fluorescence polarization, His-ERG Ets domain / labelled DNA | P11308; active means well fitted inhibition curve with a large enough effect in the polarisation, with a control signal flat; inconclusive means small, poorly fitted or top-dose-only effect, or effect the other way, or a change in a side signal; inactive means no such curve, though single readings can be large or run the other way; the % refers to the polarisation;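 further: polarization taken with two DNA probes labelled with fluorescein and Texas red; potency means the concentration at half of the fitted maximal effect; % of control where 0% means no effect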
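His-tagged ERG Ets domain (1 uM in the protein solution; 300mM KCl, 50mM Tris-HCl, 1mM EDTA, 1mM DTT, pH 7.5) received compound, then a probe mix of 5 nM fluorescein-DNA and 100nM Texas-615-DNA. Fluorescence polarization was read for both dyes.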
JMJD2A Tudor – JMJD2A Tudor domain (human) inhibition. AlphaScreen JMJD2A-Tudor / H3K4me3 peptide binding. Potency, µM (series often up to 114 µM), inactives show at the top dose activity change, negative = inhibition, actives largely listed as inhibitors. 390,000 tested, 4.4% active. AID 504339; further: potency means the concentration at half of the fitted maximal effect; on the % scale 0 is the no-effect control and ±100 the full control effect; nearly all actives have a fitted effect of over 50% in size
12-LOX inh – blocks human arachidonate 12S-lipoxygenase; P18054; purified 12hLO, xylenol orange hydroperoxide absorbance; Potency, µM (titrated, usually from 108 µM), for inactives: at the top dose activity change, negative = inhibition, usual class: inhibitors; 580,000 tested, 1.1% active; AID 1671190; further: potency means the concentration at half of the fitted maximal effect; on the % scale 0 is the no-effect control and ±100 the full control effect
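Purified human 12hLO at 150 nM in 25 mM Hepes, 0.01% Triton X-100, pH 7.0, preincubated 15 min at room temperature with compound. Reaction started with 40 uM arachidonic acid, 30 min at room temperature. Hydroperoxide measured by Fe-xylenol orange, 573/405 nm absorbance ratio.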
PI4K2A block – PI4K2A (human) kinase inhibition. purified PI4K2A, ADP-Glo luminescence, 1 h; hits give low values. activity change, negative = inhibition, % at 76.9 µM. 420,000 tested, 0.13% active; in the data active means activity change below about -50%; inconclusive means mostly about -30% to -49%;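 further: -100% = wells without enzyme as full effect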
Target sequence (Q9BTU6 whole entry, looked up): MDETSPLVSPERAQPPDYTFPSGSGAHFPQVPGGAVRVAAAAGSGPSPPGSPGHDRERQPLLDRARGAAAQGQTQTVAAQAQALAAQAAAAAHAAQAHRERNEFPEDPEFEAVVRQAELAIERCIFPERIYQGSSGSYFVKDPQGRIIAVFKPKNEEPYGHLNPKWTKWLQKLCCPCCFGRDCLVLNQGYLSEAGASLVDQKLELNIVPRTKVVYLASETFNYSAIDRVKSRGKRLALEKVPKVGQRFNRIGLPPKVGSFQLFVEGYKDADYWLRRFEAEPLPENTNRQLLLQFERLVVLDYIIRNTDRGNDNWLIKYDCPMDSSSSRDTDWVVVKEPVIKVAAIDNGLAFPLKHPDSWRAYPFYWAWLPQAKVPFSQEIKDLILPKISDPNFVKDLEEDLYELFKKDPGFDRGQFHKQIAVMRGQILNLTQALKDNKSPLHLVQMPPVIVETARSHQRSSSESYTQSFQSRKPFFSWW
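Compounds are screened against recombinant PI4K2A using PI as substrate and ATP, the latter dispensed at 300 microM. Reactions run one hour at ambient temperature before ADP-Glo detection; full inhibition defined by wells lacking enzyme.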
RGS4 inhibitor – human RGS4 inhibition. P49798. Transcreener GDP fluorescence polarization, RGS4-accelerated GTP hydrolysis. Potency, µM (titrated, usually from 114 µM), for inactives: at the highest dose activity change, negative = inhibition, hits mostly inhibitors. 390,000 tested, 0.039% active; further: potency means the concentration at half of the fitted maximal effect; on the % scale 0 is the no-effect control and ±100 the full control effect; nearly all actives have a fitted effect of over 75% in size; some results filed as inactive show a strong effect at the top dose
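MLSMR compounds (23 nl, pin-transferred) preincubated 10 min at room temperature with a 500nM (2x) first reagent, then RGS4 at 900nM (2x) plus Transcreener GDP mix added; fluorescence polarization (620/688 nm) read before and after 90 min at 30 °C.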
The depositor's hits bear a star; ? = inconclusive; nt = no result given; [ ] = remark or other dose. Unless noted, the call rests on the fitted dose curve; in most records, active means well fitted curve in the direction sought with a large enough effect; inconclusive means small, poorly fitted or top-dose-only effect, or another doubt; inactive means no such curve, though single readings can be large; an effect the other way counts as inactive or inconclusive. This is a subset (hit frequency here may not be typical).

BAZ2B block,SMILES,GLS inh,G9a inh,HP1b chromo inh,ERG-DNA inh,JMJD2A Tudor,12-LOX inh,PI4K2A block,RGS4 inhibitor
9%,CCN(CC)S(=O)(=O)c1ccc(N2CC(C(=O)NCc3cccnc3)CC2=O)cc1 (stereo unspecified),-3%,11%,8%,-6%,-9%,-13%,-4,-12%
1%,O=C1OCC/C1=C\c1ccccc1,-1%,16%,13%,5%,2%,-2%,-6,-5%
-38%,Cc1cc(C)cc(N=C(NO)c2cccc([N+](=O)[O-])c2)c1,77%[activator],nt,-1%,-4%,-29%,-10%,4,-16%
-11%,Cc1cccc(-n2ccc(=O)c(C(=O)O)n2)c1,13%,19%,49%[activator],-5%,-12%,?,3,1%[56.9 µM]
-8%,CC1CC1C(=O)Nc1nc2ccc(S(C)(=O)=O)cc2s1 (stereo unspecified),-2%,12%,-8%,4%,-8%,-43%,2,21%
3%,CC(C)CC(OC(=O)c1ccc(Cl)nc1)C(=O)NC1CCCC1 (stereo unspecified),-4%,?,19%,0%,-12%,-2%,7,-10%
338%[activator],CCCCOc1ccc(Cn2c(=O)sc3ccccc32)cc1,0%,297%[activator][59 µM],246%[activator],-3%,281%[activator],-3%,4,-11%
nt,O=C(COC(=O)/C=C/c1ccc(S(=O)(=O)N2CCOCC2)cc1)NCc1ccccc1,-5%,21%,13%,8%,-22%,-6%,4,6%
-5%,O=C1/C(=C/c2cccc(O)c2)SC(=S)N1CC1CCCO1 (stereo unspecified),2%,-5%[12.7 µM],21%[57 µM],13%,-27%,-14%,8,-42%
1%,COc1cc(NC(=O)CSC2=Nc3ccccc3N=C(c3ccc(F)cc3)C2)cc(OC)c1,9%,-2%[59 µM],11%[57 µM],1%,-12%,?,6,-4%
-2%,O=C(c1ccc(Cl)c(S(=O)(=O)N2CCCCCC2)c1)N1CCCC(C(F)(F)F)C1 (stereo unspecified),6%,-3%,26%,-4%,-6%,7%,-5,15%
nt,CCOC(=O)c1ccc(-c2cccc(-c3cc(=O)oc4cc(OC)cc(OC)c34)c2)cc1,2%,-18%[59 µM],27%,3%,-8%,nt,?,-2%
2%,CCCCN(C(=O)c1[nH]c(C)c(C(=O)OCC)c1C)c1c(N)n(CCCC)c(=O)[nH]c1=O,-5%,?,17%,5%,-8%,-11%,0,-14%
3%,O=C(CN1CCN(Cc2cccc(Cl)c2)C1=O)NCC1CCCO1 (stereo unspecified),2%,-6%,27%,-2%,-4%,74%[activator],-4,20%
-1%,CCn1c(CC(=O)Nc2ccccc2F)nnc1SCC(=O)NC1CCCCC1,4%,14%,-29%,0%,-21%,-13%,-22,19%
10%,CCC1CCCCN1CCNS(=O)(=O)c1ccc2c(c1)CCN2C(C)=O (stereo unspecified),9%,22%[2.33 µM],8%,9%,-8%,8%,0,-20%
-6%,Cc1ccccc1C(=O)Nc1c(C(=O)N2CCCC2)cnn1-c1ccccc1,-1%,13%[59 µM],14%,nt,-12%,-22%,-5,3%
3%,Brc1ccc(-c2nn[nH]n2)cc1,-4%,10%,22%,-10%,4%[11.4 µM],-5%,5,-2%[11.4 µM]
-8%,S=C(NCc1ccco1)N1CCN(C(c2ccccc2)c2ccccc2)CC1,23%,?,-18%,nt,-30%,2%,-3,-19%
6%,CCOc1ncccc1C(=O)Nc1c(C)n(C)n(-c2ccccc2)c1=O,-3%,12%,33%,-16%,0%,-20%,-2,-29%
-18%,COC(=O)c1cc(NC(=O)CC2C(=O)OCCN2Cc2ccccc2)cc(C(=O)OC)c1 (stereo unspecified),-6%,-37%[59 µM],23%,6%,-13%,-3%,0,-10%
3%,CCN(CC(=O)Nc1c(F)cccc1F)C(=O)CCOc1ccccc1,2%,-2%,18%,-3%,-2%,-8%,1,31%

Copied from the entries so far (10 entries):
BAZ2B block,SMILES,GLS inh,G9a inh,HP1b chromo inh,ERG-DNA inh,JMJD2A Tudor,12-LOX inh,PI4K2A block,RGS4 inhibitor
2%,CCCCN(C(=O)c1[nH]c(C)c(C(=O)OCC)c1C)c1c(N)n(CCCC)c(=O)[nH]c1=O,-5%,?,17%,5%,-8%,-11%,0,-14%
3%,O=C(CN1CCN(Cc2cccc(Cl)c2)C1=O)NCC1CCCO1 (stereo unspecified),2%,-6%,27%,-2%,-4%,74%[activator],-4,20%
-1%,CCn1c(CC(=O)Nc2ccccc2F)nnc1SCC(=O)NC1CCCCC1,4%,14%,-29%,0%,-21%,-13%,-22,19%
10%,CCC1CCCCN1CCNS(=O)(=O)c1ccc2c(c1)CCN2C(C)=O (stereo unspecified),9%,22%[2.33 µM],8%,9%,-8%,8%,0,-20%
-6%,Cc1ccccc1C(=O)Nc1c(C(=O)N2CCCC2)cnn1-c1ccccc1,-1%,13%[59 µM],14%,nt,-12%,-22%,-5,3%
3%,Brc1ccc(-c2nn[nH]n2)cc1,-4%,10%,22%,-10%,4%[11.4 µM],-5%,5,-2%[11.4 µM]
-8%,S=C(NCc1ccco1)N1CCN(C(c2ccccc2)c2ccccc2)CC1,23%,?,-18%,nt,-30%,2%,-3,-19%
6%,CCOc1ncccc1C(=O)Nc1c(C)n(C)n(-c2ccccc2)c1=O,-3%,12%,33%,-16%,0%,-20%,-2,-29%
-18%,COC(=O)c1cc(NC(=O)CC2C(=O)OCCN2Cc2ccccc2)cc(C(=O)OC)c1 (stereo unspecified),-6%,-37%[59 µM],23%,6%,-13%,-3%,0,-10%
3%,CCN(CC(=O)Nc1c(F)cccc1F)C(=O)CCOc1ccccc1,2%,-2%,18%,-3%,-2%,-8%,1,31%

High-throughput results from PubChem BioAssay.
